Screens: PubChem, The Scripps Research Institute Molecular Screening Center
CHRM5 antagonist: human M5 muscarinic receptor antagonists, primary screen, CHO cells, Fluo-8 calcium fluorescence; Muscarinic acetylcholine receptor M5 (Homo sapiens), P08912; CHO-hM5 cells, ACh EC80; inhibition, % at 3 µM; hit rate 0.59% among 360,000;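 active = inhibition above a per-plate cutoff, the mean of that plate's test compounds plus 3 SD, cut at about 27% in these data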;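 note: 0% = acetylcholine EC80 with DMSO and 100% = DMSO without agonist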
M5 ag: human M5 muscarinic receptor agonists, primary screen, CHO-K1 cells, Fluo-8 calcium fluorescence. CHO-K1 hM5 cells; 0% DMSO wells, 100% maximal acetylcholine response. hit rate 0.19% among 360,000. activation, % at 3 µM. AID 624037, 2012;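 active = activation above the run's mean over test compounds plus 3 SD, cut at about 23% in these data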;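 note: signal is peak over basal fluorescence ratio across the kinetic read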
M1 ag: human M1 muscarinic receptor agonists, primary screen, Fluo-8 calcium fluorescence, CHO-K1 cells, HTS; hit rate 0.33% among 360,000; CHO-K1 hM1, agonist mode; 0% DMSO, 100% acetylcholine EC100; activation, % at 3 µM; Muscarinic acetylcholine receptor M1 (Homo sapiens), P11229;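 active = activation above the run's mean compound activation plus 3 SD, cut at about 16% in these data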;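 note: peak over basal fluorescence ratio within a 140 s kinetic read after compound addition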
Target sequence (P11229 whole entry, looked up): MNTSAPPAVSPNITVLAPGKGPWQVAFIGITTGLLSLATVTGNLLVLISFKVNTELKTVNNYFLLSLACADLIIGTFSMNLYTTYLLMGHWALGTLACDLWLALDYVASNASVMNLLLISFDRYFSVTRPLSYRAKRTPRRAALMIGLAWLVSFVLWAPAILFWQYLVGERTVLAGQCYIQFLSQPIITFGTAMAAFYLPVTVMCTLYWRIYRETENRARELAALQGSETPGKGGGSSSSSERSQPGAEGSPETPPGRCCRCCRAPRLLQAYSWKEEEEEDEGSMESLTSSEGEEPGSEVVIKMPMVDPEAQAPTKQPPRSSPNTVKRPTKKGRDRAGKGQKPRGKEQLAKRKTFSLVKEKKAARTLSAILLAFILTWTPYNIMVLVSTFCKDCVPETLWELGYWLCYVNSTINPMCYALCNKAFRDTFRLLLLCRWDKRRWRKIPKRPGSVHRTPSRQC
M1 antag: human M1 muscarinic receptor antagonists, primary screen, CHO-K1 cells, Fluo-8 calcium fluorescence, 1536-well; inhibition, % at 3 µM; AID 588852, 2011; Muscarinic acetylcholine receptor M1 (Homo sapiens), P11229; hit rate 1.3% among 360,000; CHO-K1 hM1, ACh EC80 antagonist;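 active = percent inhibition above its own plate's cutoff, namely the mean of that plate's compound wells plus 3 SD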;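 note: peak over basal fluorescence ratio during 140 s after agonist addition; 0% = ACh EC80 plus DMSO and 100% = DMSO alone without agonist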
CHRM4 agonist: human M4 muscarinic receptor agonists, primary screen, CHO-K1 cells, Fluo-8 calcium fluorescence; Muscarinic acetylcholine receptor M4 (Homo sapiens), P08173; CHO-K1 hM4/Gqi5; vehicle 0%, full acetylcholine response 100%; activation, % at 3 µM; hit rate 0.14% among 360,000; AID 624127, 2012;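 active = activation above the run mean over all test wells plus 3 SD, cut at about 32% in these data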;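 note: peak over basal fluorescence ratio per well then scaled between controls; 0% = DMSO wells and 100% = acetylcholine at EC100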
M5 PAM: human M5 muscarinic receptor positive allosteric modulators, primary screen, CHO-K1 cells, Fluo-8 calcium fluorescence | CHO-K1 hM5, ACh EC20 PAM; 0% = ACh EC20, 100% = ACh EC100 | hit rate 0.3% among 360,000 | activation, % at 3 µM | AID 624038, 2012;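 active = activation above the run cutoff, the mean activation of all test compounds plus 3 SD, cut at about 18% in these data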
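System: CHO-K1 hM5 cells. Reagent: acetylcholine, EC20 level. Compound dosing: single dose, 3 µM nominal final test concentration. Timing: Post-acetylcholine fluorescence recording 140 s. Detection: Fluo-8 calcium fluorescence. Read-out: % activation, ACh-normalized. Benchmarks: ACh EC20 and EC100 wells. Repeats: singlicate, one well per test compound.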
M1 PAM: human M1 muscarinic receptor positive allosteric modulators, primary screen, CHO-K1 cells, Fluo-8 calcium fluorescence, 1536-well | activation, % at 3 µM | CHO-K1 hM1, ACh EC20; 0% = ACh EC20, 100% = maximal ACh | Muscarinic acetylcholine receptor M1 (Homo sapiens), P11229 | hit rate 0.088% among 360,000; in the data active = activation above about 19%, passing the limit was not always enough
M4 antag: human M4 muscarinic receptor antagonists, primary screen, CHO cells, Fluo-8 calcium fluorescence. Muscarinic acetylcholine receptor M4 (Homo sapiens), P08173. CHO-hM4 cells, ACh EC80. inhibition, % at 3 µM. hit rate 0.73% among 360,000;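 active = inhibition above its plate's cutoff, the mean inhibition of sample wells plus 3 SD, cut at about 27% in these data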;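 note: 0% = acetylcholine EC80 with DMSO and 100% = DMSO without agonist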
TAAR1 ag: human TAAR1 agonists, primary screen, Fluo-8 calcium fluorescence, CHO RD-HGA16 cells; AID 624467, 2012; hit rate 0.99% among 360,000; vehicle wells 0%, saturating PEA agonist 100%; activation, % at 3 µM; Trace amine-associated receptor 1 (Homo sapiens), Q96RJ0;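 active = activation above the mean activation of all test compounds in the run plus 3 SD, cut at about 38% in these data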
Target sequence (Q96RJ0 whole entry, looked up): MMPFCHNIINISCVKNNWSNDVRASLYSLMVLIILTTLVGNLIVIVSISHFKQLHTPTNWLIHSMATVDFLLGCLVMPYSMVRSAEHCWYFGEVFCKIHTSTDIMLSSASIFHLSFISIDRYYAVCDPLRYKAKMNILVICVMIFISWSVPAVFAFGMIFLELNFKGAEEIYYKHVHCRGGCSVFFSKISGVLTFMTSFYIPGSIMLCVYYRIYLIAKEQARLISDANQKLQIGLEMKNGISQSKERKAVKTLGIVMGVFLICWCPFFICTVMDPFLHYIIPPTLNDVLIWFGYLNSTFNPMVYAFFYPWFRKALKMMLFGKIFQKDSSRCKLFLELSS
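System: CHO-derived RD-HGA16 cells with stable Gα16 and human TAAR1. Times: 17-24 h plating, Fluo-8 75 min 37 °C, 30 min RT. Measured by: calcium-sensitive Fluo-8 signal, excitation 470-495, emission 515-575 nm. Read-out basis: % activation relative to PEA EC100 response. Control set: DMSO and PEA EC100. Repeats: no replicates (n 1).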
Numbers without * were called inactive; · = not tested or not shown.

entry	SMILES	TAAR1 ag	M5 ag	M1 ag	M5 PAM	M4 antag
1	Fc1ccccc1COc1ccc(C(=S)N2CCCC2)cc1	9	-10	-6	-8	6
2	C=CCOc1ccc(CN(C)C(=O)CN2C(=O)c3ccccc3C2=O)cc1	-2	-3	-4	2	3
3	COCCCNC(=S)N/N=C/c1ccc2ccccc2c1	10	-1	-2	-7	-2
4	Cc1cc(C)c(NC(=O)CS)c(Cl)c1	1	3	1	1	-3
5	Cc1n[nH]c(C)c1S(=O)(=O)N1CCc2ccccc2C1	29	-4	-4	-3	5
6	COC(=O)CC(NC(=S)NC(=O)c1ccccc1)c1ccc(Br)cc1 (stereo unspecified)	6	2	-4	-6	-14
7	O=C(NCc1cccnc1)c1cc(C(=O)C2CC2)c[nH]1	2	5	-1	-1	2
8	Cn1ccc2c(-c3cccnc3)cc3c(c21)C1CCC3O1 (stereo unspecified)	-3	-6	-5	7	-15

entry	CHRM4 agonist	CHRM5 antagonist	M1 antag	M1 PAM
1	2	-14	1	-7
2	1	-4	-8	8
3	2	4	-1	-1
4	3	4	3	11
5	1	8	-1	2
6	1	10	-1	2
7	3	7	-2	5
8	-3	-8	-11	18

Other entries follow.
entry	SMILES	TAAR1 ag	M5 ag	M1 ag	M5 PAM	M4 antag
9	O=C1/C(=C/c2cccc(Br)c2)SC(=S)N1/N=C/c1cc([N+](=O)[O-])ccc1O	4	2	0	-3	-2
10	C[C@H]1COC(=O)[C@H](NC(=O)OCC2c3ccccc3-c3ccccc32)C/C=C\C[C@H](CC(=O)N(CCO)Cc2ccccc2)C(=O)N1	9	0	-10	-7	3
11	CCC1CCC(N2CCN(c3ccc([N+](=O)[O-])cc3)CC2)CC1 (stereo unspecified)	0	-22	-10	-24	25
12	Cc1cc(Cc2ccc(N)c(C)c2)ccc1N	2	1	0	9	3
13	Cc1ccc(N=Cc2c(O)c3ccccc3n(C)c2=O)cc1	4	-3	-6	2	-16
14	CCCCn1c(N)c(N(CCOC)C(=O)c2cc3ccccc3cc2OC)c(=O)[nH]c1=O	0	2	-2	0	-3
15	COc1ccc(C=Nc2cccc3ncccc23)cc1	3	-1	-4	-3	-1
16	C=CCN=C1NN=C(c2ccc3c(c2)OCCO3)CS1	4	-3	-7	-4	-21

entry	CHRM4 agonist	CHRM5 antagonist	M1 antag	M1 PAM
9	0	5	-11	8
10	4	11	-1	-4
11	-1	3	28	-22
12	3	1	-9	16
13	3	-5	-3	1
14	0	9	16	-8
15	0	-2	-2	7
16	1	-16	-7	5

(further entries)
entry	SMILES	TAAR1 ag	M5 ag	M1 ag	M5 PAM	M4 antag
17	O=C(O)/C=C/c1ccccc1Oc1ccc(Cl)cc1Cl	3	1	-2	0	-4
18	Cc1cc(NC(=O)CSc2nnc(C(C)N(C)C)n2-c2ccc(F)cc2)no1 (stereo unspecified)	2	2	-1	5	-9
19	CC(=O)N1CCN(c2ccc(NCc3ccccc3)cc2)CC1	20	-3	-5	0	0
20	CC1=NN(C(N)=S)C(=O)C1N=Nc1ccccc1[N+](=O)[O-] (stereo unspecified)	1	2	-1	0	-1
21	Cc1ccc(NC(=O)CSCC(=O)Nc2ccc(N3CCOCC3)c(Cl)c2)cc1	10	1	-3	-1	-3
22	Cc1cc(NC(=O)CN2CCCCC2)n(-c2ccccc2)n1	2	-19	-8	-6	13
23	Cc1cccnc1NC(=O)Nc1ccc(F)cc1	0	0	-1	3	4
24	Cc1c(NC(=O)c2ccc(NS(=O)(=O)c3cccc([N+](=O)[O-])c3)cc2)c(=O)n(-c2ccccc2)n1C	6	3	-8	0	1

entry	CHRM4 agonist	CHRM5 antagonist	M1 antag	M1 PAM
17	0	-2	-4	9
18	1	5	-7	7
19	2	-1	-13	5
20	0	-7	-18	12
21	7	-6	-1	8
22	0	5	11	-10
23	0	0	-1	5
24	0	2	-9	6

(continued)
entry	SMILES	TAAR1 ag	M5 ag	M1 ag	M5 PAM	M4 antag
25	COc1ccc(CC(=O)OCC(=O)N2N=C(c3ccccc3)CC2c2ccc(OC)cc2)cc1 (stereo unspecified)	4	-1	-3	-1	-9
26	CCCN1C(=O)c2ccc(C(=O)NCc3ccco3)cc2C1=O	3	0	-6	-2	-3
27	COC(=O)[C@]12CCCCC=C1N(CCc1ccc(OC)c(OC)c1)C(=O)[C@H](CC(=O)NCCCCc1ccccc1)C2	10	3	·	-17	4
28	COc1ccc(C(=O)O)cc1S(=O)(=O)NCc1cccnc1	2	-2	-4	-2	-6
29	CCC(NC(=O)Nc1nnc(C(F)(F)F)s1)(C(F)(F)F)C(F)(F)F	15	9	7	-14	18
30	CC1CCCN(C2(O)C(=O)Nc3ccc([N+](=O)[O-])cc32)C1 (stereo unspecified)	1	-1	-4	1	3
31	Cc1cc(C)n(CCNCc2c(C(=O)N3C[C@@H](C)O[C@@H](C)C3)nc3ccc(Cl)cn23)n1	14	0	-8	1	3
32	CC(=O)c1cc2ccccc2oc1=O	-1	-1	-4	9	-7

entry	CHRM4 agonist	CHRM5 antagonist	M1 antag	M1 PAM
25	4	-7	-2	-4
26	3	3	1	-4
27	20	22	·	·
28	1	9	2	3
29	15	21	26	-4
30	1	-5	-7	12
31	1	-11	-11	14
32	1	-8	-7	7

Next structures
entry	SMILES	TAAR1 ag	M5 ag	M1 ag	M5 PAM	M4 antag
33	COc1ccccc1C(O)c1ncc(-c2cccc(C(F)(F)F)c2)[nH]1 (stereo unspecified)	3	0	-4	2	-1
34	S=C(NCc1cccnc1)Nc1cccc2ccccc12	1	-2	-2	-5	0
35	O=C(CCc1nnc(CCCc2ccccc2)o1)NCCc1ccccc1	11	-3	-7	-2	1
36	CN(CC(=O)Nc1ccc(F)cc1)C(=O)CSc1ccc2c(c1)OCCO2	5	2	-2	2	-3
37	O=C(O)CC(Cc1ccccc1)C(=O)NCC12CC3CC(CC(C3)C1)C2 (stereo unspecified)	0	-1	-7	5	-3
38	COc1ccc(C2(c3ccc(OC)cc3)NC(=O)N(CC(=O)Nc3ccc(C(N)=O)cc3)C2=O)cc1	0	-3	-3	-5	6
39	Cc1ccc2oc(=O)c3cc(C(=O)NCCCN4CCCC(C)C4)sc3c2c1 (stereo unspecified)	1	-7	-4	1	-9
40	O=C(OCC(=O)N1CCc2ccccc21)c1n[nH]c(=O)c2ccccc12	16	2	-4	6	4

entry	CHRM4 agonist	CHRM5 antagonist	M1 antag	M1 PAM
33	3	0	-16	6
34	1	9	8	-4
35	1	8	-6	8
36	2	-7	-3	5
37	1	12	-3	8
38	-1	12	7	-4
39	1	7	-11	5
40	1	9	-17	16

Given screen by screen: part of the list above.
2	C=CCOc1ccc(CN(C)C(=O)CN2C(=O)c3ccccc3C2=O)cc1
3	COCCCNC(=S)N/N=C/c1ccc2ccccc2c1
4	Cc1cc(C)c(NC(=O)CS)c(Cl)c1
5	Cc1n[nH]c(C)c1S(=O)(=O)N1CCc2ccccc2C1
6	COC(=O)CC(NC(=S)NC(=O)c1ccccc1)c1ccc(Br)cc1 (stereo unspecified)
entry no.,2,3,4,5,6
TAAR1 ag,-2,10,1,29,6
M5 ag,-3,-1,3,-4,2
M1 ag,-4,-2,1,-4,-4
M5 PAM,2,-7,1,-3,-6
M4 antag,3,-2,-3,5,-14
CHRM4 agonist,1,2,3,1,1
CHRM5 antagonist,-4,4,4,8,10
M1 antag,-8,-1,3,-1,-1
M1 PAM,8,-1,11,2,2

Following part
entry	SMILES	TAAR1 ag	M5 ag	M1 ag	M5 PAM	M4 antag
41	Cc1cccc(CCNC(=O)CCCOc2cc(=O)n(C)c3ccccc23)c1	-1	-2	-8	-10	-11
42	Cc1cc(/C=N/NC(=O)C(=O)N2CCCC2)c(C)n1-c1cccc(Br)c1	8	-3	-5	-6	3
43	COc1ccccc1Cc1c(-c2ccccc2)nc2cc(C)c(Br)c(C)n12	-1	5	·	-4	-8
44	COCc1nnc(NC(=O)C2CCN(C(=O)c3ccco3)CC2)s1	9	1	-2	3	-11
45	C/C(=C\COc1cc(=O)[nH]c2ccccc12)CCC(O)C(C)(C)O (stereo unspecified)	2	1	-2	-3	-28
46	Cc1ccccc1Cn1cc(S(=O)(=O)CC(=O)N2CCCCC2)c2ccccc21	2	3	-2	-6	4
47	COc1ccc(/C=N/NC(=O)c2cccc3ccccc23)c(OC)c1OC	3	-4	0	2	-18
48	CCOC(=O)Cc1cc(=O)n2[nH]c(C)c(C#N)c2n1	7	2	-3	3	6

entry	CHRM4 agonist	CHRM5 antagonist	M1 antag	M1 PAM
41	4	13	1	2
42	-1	3	23	-13
43	0	-8	·	·
44	0	-3	-16	9
45	1	-4	-21	12
46	0	6	8	-5
47	7	-19	-7	6
48	0	-3	4	-1

Sorted by the number under M5 ag (smallest number first): 3 from the list above
item | smiles | TAAR1 ag | M5 ag | M1 ag | M4 antag | CHRM4 agonist | CHRM5 antagonist | M1 antag | M1 PAM
16 | C=CCN=C1NN=C(c2ccc3c(c2)OCCO3)CS1 | 4 | -3 | -7 | -21 | 1 | -16 | -7 | 5
3 | COCCCNC(=S)N/N=C/c1ccc2ccccc2c1 | 10 | -1 | -2 | -2 | 2 | 4 | -1 | -1
33 | COc1ccccc1C(O)c1ncc(-c2cccc(C(F)(F)F)c2)[nH]1 (stereo unspecified) | 3 | 0 | -4 | -1 | 3 | 0 | -16 | 6

The list goes on.
entry	SMILES	TAAR1 ag	M5 ag	M1 ag	M5 PAM	M4 antag
49	CCSc1nnc(SCC(=O)N2CCN(C(=O)c3ccco3)CC2)s1	0	-2	-5	6	3
50	O=C1OC(c2cccs2)=N/C1=C\c1ccc(-c2ccccc2Cl)o1	2	3	-4	6	-2
51	COc1ccccc1N1CCN(C2CCCN(C(=O)CCc3cnccn3)C2)CC1 (stereo unspecified)	6	-5	-5	9	9
52	Nc1[nH]n2c(=O)cc(-c3ccccc3)nc2c1N=Nc1ccc(S(N)(=O)=O)cc1	-1	10	-3	19*	-2
53	O=C(NN(C(=O)C1CC1)c1nc2ccccc2s1)C1CC1	9	-3	-7	-1	1
54	CC(C)Cn1c(CN(C)Cc2ccccc2)nc2c1c(=O)n(C)c(=O)n2C	0	0	-4	-5	-9
55	O=C(Cc1n[nH]c(=O)c2ccccc12)NCc1ccccn1	3	2	8	1	-2

entry	CHRM4 agonist	CHRM5 antagonist	M1 antag	M1 PAM
49	2	-9	1	5
50	3	0	-4	5
51	1	-3	-2	4
52	1	13	0	12
53	0	3	-6	7
54	3	4	-4	-1
55	0	-2	-20	11

This is a subset (hit frequency here may not be typical).
